Screening results as filed in PubChem BioAssay.
PvdQ acylase: P. aeruginosa PvdQ acylase inhibition. purified PvdQ acylase, fluorescence plate reader. inhibition, % at 10 µM. 340,000 compounds, 0.063% hits. AID 488965; in the data active = inhibition above about 30%, passing the limit was not always enough;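 also: 0% = vehicle neutral wells and 100% = reference inhibitor wells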
MITF TRPM1 HTS: activators of MITF-driven TRPM1 promoter activity in SK-MEL-5 cells; SK-MEL-5 TRPM1-promoter luciferase, 24 h; % of positive control, neutral wells = 0; activation, % at 12.5 µM; 300,000 compounds, 0.75% hits; AID 588334;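 active = mean activation of at least 80% with every replicate also reaching 80%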;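 also: 0% = neutral control wells and 100% = parthenolide positive control wells; values of inactives mirror those of a sister screen read the other way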
dFosB act: activators of mouse delta FosB homodimer; P13346; purified delta FosB, TAMRA-CDK5 oligo fluorescence polarization; percent of positive-control signal above neutral wells; activation, % at 25 µM; 340,000 compounds, 0.99% hits; AID 493131;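 active = mean activation above about 17%, with every replicate also reaching it, limit read from the data, passing the limit was not always enough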;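 also: fluorescence polarization rise as delta FosB binds a TAMRA Cdk5 AP-1 oligo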
Target sequence (P13346 whole entry, looked up): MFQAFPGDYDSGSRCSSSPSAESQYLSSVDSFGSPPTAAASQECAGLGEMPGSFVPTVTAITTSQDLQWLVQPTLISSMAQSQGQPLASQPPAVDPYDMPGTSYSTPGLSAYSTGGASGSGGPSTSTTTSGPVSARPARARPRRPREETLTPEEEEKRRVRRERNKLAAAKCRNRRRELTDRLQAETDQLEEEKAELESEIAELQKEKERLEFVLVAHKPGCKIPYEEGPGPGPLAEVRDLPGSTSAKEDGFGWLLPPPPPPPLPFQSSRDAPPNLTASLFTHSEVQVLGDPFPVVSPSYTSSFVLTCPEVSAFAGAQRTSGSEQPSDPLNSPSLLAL
V-ATPase pHluor: yeast V-ATPase proton transport regulation by pHLuorin. S. cerevisiae, pHLuorin cytosolic pH fluorescence. response, % at 10 µM. 350,000 compounds, 0.37% hits. AID 504577; in the data active = response mostly above about 7.3%, no sharp cut-off; inactive = mostly below about 5.4%; also: actives read high; inactives centre near 0; some compounds called inactive have numbers as strong as hits; reference of the scale not given here
NSD2 HMT inh: inhibitors of human histone methyltransferase NSD2. AID 743445. O96028. NSD2 peptide methylation, AlphaScreen, 120 min. inhibition, % at 12.5 µM. 310,000 compounds, 0.54% hits; in the data active = inhibition above about 50%
HTR5A inv ctr: HTR5A inverse agonism, opioid heterodimer counter-screen. inhibition, % at 9.3 µM. 340,000 compounds, 0.083% hits. AID 504634. P47898. HTR5A cell line, luminescence; in the data active = inhibition mostly above about 23%, no sharp cut-off; inactive = mostly below about 18%;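 also: 0% = cells with DMSO and 100% = no-cell wells with DMSO; some compounds called inactive have numbers as strong as hits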
HTR5A ag: counter-screen for OPRM1-OPRD1 agonists: human HTR5A agonism | P47898 | HTR5A agonist assay, luminescence, cell-based | activation, % at 9.3 µM | 340,000 compounds, 0.61% hits | AID 504692; in the data active = activation mostly above about 9.5%, no sharp cut-off; inactive = mostly below about 7.6%;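 also: 0% = cells with vehicle only and 100% = reference agonist; strong numbers were not always called active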
Wnt act: activators of Wnt/beta-catenin signaling | Wnt/beta-catenin reporter cell assay, activator, plate reader | activation, % at 9.35 µM | 300,000 compounds, 1.2% hits | AID 743398; in the data active = activation above about 30%, passing the limit was not always enough;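 also: 0% = neutral control wells and 100% = positive control wells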
CDK5 inh: blocks human CDK5/p35 kinase activity; Recombinant CDK5/p35, ADP-Glo luminescence, 60 min; inhibition, % at 10 µM; 330,000 compounds, 0.01% hits; AID 488839;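 active = highest replicate inhibition of at least 50% and at least 75% of replicates reaching 50%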;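 also: plate controls were DMSO neutral control for no effect and GW8510 at 10 µM for full effect; many of its hits are not listed in these tables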
Target sequence (Q00535 whole entry, looked up): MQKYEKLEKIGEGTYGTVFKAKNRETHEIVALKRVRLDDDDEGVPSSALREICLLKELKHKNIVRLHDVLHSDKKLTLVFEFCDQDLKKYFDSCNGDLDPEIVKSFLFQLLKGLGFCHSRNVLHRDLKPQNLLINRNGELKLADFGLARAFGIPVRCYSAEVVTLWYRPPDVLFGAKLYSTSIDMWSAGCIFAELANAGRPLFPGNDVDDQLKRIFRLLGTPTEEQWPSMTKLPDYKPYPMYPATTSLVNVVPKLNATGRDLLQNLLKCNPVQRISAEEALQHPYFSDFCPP
Target sequence (Q15078 whole entry, looked up): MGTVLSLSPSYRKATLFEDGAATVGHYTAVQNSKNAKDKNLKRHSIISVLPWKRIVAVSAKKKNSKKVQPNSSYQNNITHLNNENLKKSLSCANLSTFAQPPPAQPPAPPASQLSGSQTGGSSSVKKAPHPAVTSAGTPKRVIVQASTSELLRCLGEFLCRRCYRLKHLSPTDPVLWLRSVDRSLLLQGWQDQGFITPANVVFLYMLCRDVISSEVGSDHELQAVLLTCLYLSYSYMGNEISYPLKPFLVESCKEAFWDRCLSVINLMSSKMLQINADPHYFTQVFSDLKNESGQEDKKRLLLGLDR
SR-BI DiI inh: blocks mouse SR-BI lipid uptake from DiI-HDL | Q61009 | ldlA[mSR-BI] CHO cells, DiI-HDL uptake fluorescence, 3 h | inhibition, % at 12.5 µM | 320,000 compounds, 0.96% hits;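 active = mean replicate inhibition of at least 70% and a set share of replicates each scoring 70 or more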;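 also: 0% = median of neutral control wells and 100% = median of positive control wells; values of inactives mirror those of a sister screen read the other way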
* = called active by the depositor; · = no result given.

The opening two compounds (preview)
SMILES	PvdQ acylase	MITF TRPM1 HTS	dFosB act	V-ATPase pHluor	NSD2 HMT inh	HTR5A inv ctr	HTR5A ag	Wnt act	CDK5 inh	SR-BI DiI inh
Cc1ccc(C(=O)CCC(=O)Nc2cccc(C(F)(F)F)c2)cc1C	-3	4	0	-2	-1	-33	6	·	1.6	-12
CCC(=O)N1CCN(c2ccc(NC(=O)c3c(F)c(F)c(OC)c(F)c3F)cc2)CC1	-4	-13	-3	-4	-4	-14	0	·	2.1	57

Main list (from the top)
SMILES	PvdQ acylase	MITF TRPM1 HTS	dFosB act	V-ATPase pHluor	NSD2 HMT inh	HTR5A inv ctr	HTR5A ag	Wnt act	CDK5 inh	SR-BI DiI inh
Cc1ccc(C(=O)CCC(=O)Nc2cccc(C(F)(F)F)c2)cc1C	-3	4	0	-2	-1	-33	6	·	1.6	-12
CCC(=O)N1CCN(c2ccc(NC(=O)c3c(F)c(F)c(OC)c(F)c3F)cc2)CC1	-4	-13	-3	-4	-4	-14	0	·	2.1	57
O=C1NCCN1CCNS(=O)(=O)c1ccc(F)c(Cl)c1	-6	·	0	0	·	-8	5	0	6.0	1
N/C(=N\OC(=O)CC1CCCCC1)c1ccc(Br)cc1	-16	27	11	-4	-3	-1	1	-1	-1.3	-5
N/C(=N\OC(=O)Cc1ccccc1[N+](=O)[O-])c1ccccn1	-1	2	4	7	-3	-2	4	-1	-0.6	-6
Cc1ccc(C(=O)N/N=C/c2ccc(-c3cccc(C(F)(F)F)c3)o2)cn1	4	·	-6	-2	-1	-20	7	-8	2.7	27
O=S(=O)(CCN1CCN(c2ccccn2)CC1)c1ccc(Cl)cc1Cl	-8	-3	-8	0	0	2	7	2	-0.3	0
Cc1ccccc1NC(=O)C1CCCN(c2ncnc3onc(-c4ccc(F)cc4)c23)C1 (centres undefined)	-10	4	-13	1	1	9	-2	-2	-0.5	32
CCOC(=O)C(=O)Nc1ccc(F)cc1	5	3	2	4	-2	-4	2	·	0.5	-16
O=C(O)CSCC(=O)NCc1ccccc1Cl	8	0	0	7	-5	14	-5	-1	0.3	-10
COc1ccc(N2C(=O)c3ccccc3NC23CCCCC3)cc1	-4	99*	4	0	·	10	3	28	2.6	5
O=C(NCc1cccnc1)C1CCC(c2ccc(Cl)cc2)CC1 (centres undefined)	-7	-22	-3	3	3	-3	3	-1	1.5	14
O=S(=O)(c1ccc(Oc2ccc(F)c(Cl)c2)nc1)N1CCOCC1	-10	9	5	0	-1	2	-1	1	-0.7	-5
O=C(C#Cc1ccccc1)c1cccc([N+](=O)[O-])c1	-12	-100	-5	18	·	-6	-9	-1	0.7	-27
CSc1ccccc1NC(=O)CN(C)Cc1cc(=O)n2ccsc2n1	-4	-8	-8	2	0	-10	4	-1	0.6	-3
CCOC(=O)c1sc(N2C(=O)C(O)=C(C(=O)c3ccco3)C2c2cccc([N+](=O)[O-])c2)nc1C (centres undefined)	4	3	-15	-1	-3	-11	2	1	0.3	4
N#Cc1nc(-c2cccc(Cl)c2)oc1NCc1cccnc1	-11	·	-1	-2	2	8	-3	·	-0.1	-6
S=c1[nH]nc(-c2ccc(Cl)cc2)n1/N=C/c1ccco1	-8	·	4	-3	0	13	-2	1	4.0	9
COc1ccc(C2(NC(C)=O)CCN(C(=O)c3cccs3)CC2)cc1	-12	7	2	-1	-1	-17	-2	·	-0.2	-9
COC(=O)C1=C(C(=O)OC)[C@@H]2N(Cc3ccccc3)c3ccccc3[C@@]23C[C@@H](C(=O)OC)N(C(C)=O)C3=N1	-12	-7	3	-1	·	-4	3	-1	1.7	6
CCCNC(=O)Cn1c(=O)oc2ccccc21	-15	-8	4	0	-3	20	4	·	-1.9	-15
Oc1ccc(N2CCN(Cc3cc4c(cc3Br)OCCO4)CC2)cc1	-13	·	2	-2	17	-10	4	-3	-1.2	·
Cc1ccc(CS(=O)Cc2ccc(C(=O)N3CCN(c4ccccc4)CC3)o2)cc1 (centres undefined)	-16	1	-9	-2	-1	16	-3	1	0.2	-9
CN1OC[C@@H]2CN(Cc3ccc(Cl)cc3)[C@H](c3cccc(Br)c3)C[C@@H]21	-7	3	-12	2	·	12	-3	-1	0.5	-10
CCc1sc(N(C(=O)Cc2ccccc2)c2cccc(F)c2)nc1-c1ccc(C)cc1	2	-12	-3	-3	-4	-28	10	5	1.9	-15
O=C(/C=C/c1cccs1)NC(=S)Nc1ccc(C(=O)O)cc1	-15	-4	0	-2	3	-1	2	-3	-5.4	·
O=C(c1cccc([N+](=O)[O-])c1)n1nc(-c2ccccc2)nc1NCc1ccccc1	-3	9	3	-2	-1	1	-2	19	-0.5	-4
Cc1ccc(N=Cc2cccc(O)c2O)c(C)c1	-7	·	-11	0	3	-2	3	13	-2.1	-1
CC/C(C)=N/NC(=S)NCc1ccco1	-14	3	0	1	2	5	4	-3	-2.1	-17
COc1ccc(-c2oc(=O)c3cc(OC)c(OC)cc3c2/C=C/c2ccc(F)cc2)cc1	-16	24	6	-2	·	-1	1	-1	1.8	59
CC(Cc1ccccc1)C(=O)N1CCN(C)CC1 (centres undefined)	-6	-3	-6	-1	·	-12	4	4	-1.1	-40
CCOC(=O)N/N=C(/c1ccccc1)C1CCCCC1	1	-4	-11	-2	-5	-2	1	-7	-0.5	-8
O=C(O)C1C2C=CC(C2)C1C(=O)Nc1cccc(F)c1 (centres undefined)	-2	0	-2	-1	-2	9	-4	0	0.1	-20
O=C(C1CC1)N1CCN(Cc2ccccc2)CC1	-1	·	-1	5	17	5	-4	-1	0.2	·
COc1cc(NS(=O)(=O)c2ccc(NC(=S)NC(=O)c3sc4ccccc4c3Cl)cc2)ncn1	0	6	-13	1	·	2	-4	·	0.8	-17
Cc1cc(C)cc(OCC(=O)OCC(=O)Nc2cc(C)nn2-c2ccccc2)c1	2	11	-3	-5	-2	7	-6	1	-0.4	-15
Cc1ccc(NC2C(=O)NC(=O)NC2=O)cc1	9	2	8	-1	·	7	-2	3	1.3	-1
CCN(C(=O)COC(=O)COc1ccc(Cl)c(C)c1)C1CCS(=O)(=O)C1 (centres undefined)	-8	-7	-5	1	-4	-7	-1	2	-0.5	-13
COc1ccccc1NC(=O)Nc1c(C)nn(C)c1C	-8	-1	-2	-4	-4	4	-2	-1	0.8	-4
Nc1cc(=O)[nH]c(SCc2nc3ccccc3n2Cc2ccccc2)n1	0	-2	-12	-2	1	0	0	-4	-0.4	-21
COc1ccc(N(Cc2ccccc2)N=O)cc1	12	5	-3	8	-1	-14	-1	1	1.8	0
Fc1cccc(/C=C2\CCCC3=C2NC(=S)NC3c2cccc(F)c2)c1 (centres undefined)	-5	·	-10	-1	3	-19	6	5	8.8	37
N#Cc1c(NCCN)nc(NCc2ccccc2)c2c1CCN(Cc1ccccc1)C2	-9	9	24*	0	·	-7	3	·	2.6	-20
Cc1cc(NC(=O)CSc2nnc(-c3ccccc3F)n2N)no1	-1	1	-12	1	0	-5	1	-1	-0.4	-18
c1cncc(CNc2ncnc3ccc(-c4ccc5c(c4)OCCO5)cc23)c1	-8	-7	-4	1	·	-22	-1	-6	0.8	-12
O=C(O)CNS(=O)(=O)Cc1ccccc1	-14	9	-7	-2	15	1	1	12	-2.3	·
COc1ccc(OC)c(NC(=O)COC(=O)c2c(C)noc2C)c1	-6	12	4	6	-1	-15	5	3	1.3	3
CC1(C)N=C(c2ccccc2)C(c2ccccc2)=N1	-4	2	1	0	0	-14	4	-2	-0.5	-26
CC(C)c1nnc(NC(=O)CCCCCN2C(=O)C3C4C=CC(C4)C3C2=O)s1 (centres undefined)	-10	-1	-15	2	·	6	-2	-5	0.8	-20
CCOc1ccc(S(=O)(=O)Nc2ccc(C(=O)NCc3ccncc3)cc2)cc1	4	5	-15	1	1	8	-3	1	1.2	-11
O=C(Nc1ccc(C(=O)O)cc1)/C(=C\c1ccco1)NC(=O)c1ccc(Br)o1	-9	2	-6	-1	6	16	-6	-3	-3.5	·
Nc1nc(Nc2cccc(F)c2)nc2ccccc12	-10	44	-1	4	-2	1	2	·	-1.8	6
O=C(NN1CCOCC1)c1cccc(Cl)c1	2	5	-7	5	·	-6	-3	0	-1.5	-1
FCCCOc1ccc(CN2CCN(c3ccccc3F)CC2)cc1	-4	-6	-2	2	19	0	-4	1	-2.3	-14
FC(F)(F)c1cccc(NC(=S)NCC(c2cccnc2)N2CCOCC2)c1 (centres undefined)	0	-11	-3	2	-1	-10	3	-1	-2.1	8
COc1ccc(S(=O)(=O)NCCCCNS(=O)(=O)c2ccc(OC)cc2)cc1	5	1	-3	0	10	-9	0	-4	-0.1	-26
O=[N+]([O-])c1cccc(-c2cc(-c3cc(Br)ccc3O)[nH]n2)c1	9	1	4	0	-2	-3	1	-11	2.4	86*
Cc1ccc(-c2csc(C3C(N)=NC(S)=C(C#N)C34CCCCC4)n2)cc1 (centres undefined)	-38	·	0	3	1	10	5	0	-1.4	16
COc1ccc(CCNC(=O)c2cc(=O)[nH]c3ccc(Br)cc23)cc1OC	3	6	-2	-3	5	8	-3	·	1.8	32
COc1ccc2[nH]c3c(=O)n4c(nc3c2c1)SCC4	10	5	4	0	·	1	0	-1	0.4	22

The list continues.
SMILES	PvdQ acylase	MITF TRPM1 HTS	dFosB act	V-ATPase pHluor	NSD2 HMT inh	HTR5A inv ctr	HTR5A ag	Wnt act	CDK5 inh	SR-BI DiI inh
Cc1ccc(SCCC(=O)NC(C)(C)C)cc1	-12	·	-1	5	-3	-13	2	15	-0.1	-57
O=C(O)CCCCCNCc1c(Cl)cccc1Cl	-11	-8	-5	-1	-8	-17	0	0	0.9	·
COc1ccccc1OCCNC(=O)C(=O)c1c[nH]c2ccccc12	4	8	-6	1	·	5	-2	-2	1.8	17
O=C(CSc1ccc2nnc(CCNC(=O)c3ccccc3)n2n1)Nc1ccc(F)cc1F	-18	-2	-7	0	-2	3	5	-2	0.5	-29
CCOC(=O)C(NC(=O)Nc1ccc(C(N)=O)cc1)(c1ccccc1)C(F)(F)F (centres undefined)	-9	15	7	-2	5	-9	3	·	0.0	-41
COCCN(C(=O)CCC(=O)Nc1ccccn1)C(C(=O)NC1CCCC1)c1ccc(OC)cc1 (centres undefined)	-7	-4	4	-1	2	-14	-3	·	-0.7	-19
CCCn1c(-c2cccs2)nc2c1c(=O)[nH]c(=O)n2Cc1ccccc1	-13	-13	1	1	-2	-5	2	1	0.1	16
Cn1c(=O)c2c(Nc3ccc(F)cc3)cc(=O)n(-c3ccccc3)c2n(C)c1=O	16	·	1	-1	0	·	·	3	2.3	5
CCc1ccc(Nc2n[n+](-c3ccccc3)c(-c3ccc(SC)cc3)s2)cc1	-12	11	31*	0	·	-4	13	3	-0.8	36
CCn1nc(C)c(NC(=O)c2ccc(Cl)cc2)c1C	2	-2	-8	0	16	7	-3	-1	-0.9	2
Cc1cc(C)n2nc(SCC(=O)N3CCC(C(=O)O)CC3)nc2n1	-6	11	1	2	-2	1	0	-1	0.4	·
CCCCC(=O)C1=C(N2CCCC2)CC(C)(C)CC1=O	-1	-5	-3	-1	-1	-36	-4	·	1.4	-4
CC(=O)S[C@@H]1CC2=CC(=O)CC[C@]2(C)[C@H]2CC[C@@]3(C)[C@@H](CC[C@@]34CCC(=O)O4)[C@H]12	6	-5	0	0	·	-4	-2	-1	0.1	-5
Cc1cc(C)c(NC(=O)CSc2nnc(-c3ccco3)n2N)c(C)c1	-2	·	0	-2	-1	-12	4	-4	-0.6	-5
COc1ccc(NS(=O)(=O)c2ccc(NC(=S)NCC3CCCO3)cc2)cc1 (centres undefined)	3	-21	-6	-6	1	15	2	-3	-1.2	-24
